EPAC1 antagonist: qHTS for Antagonist of cAMP-regulated guanine nucleotide exchange factor 3 (EPAC1): primary screen | 0.14% of 360,000 active | Potency, µM (series often up to 115 µM), inactives show top-dose activity change, negative = inhibition, most hits filed as inhibitors | EPAC1 GEF assay, Rap1b-BODIPY-GDP exchange fluorescence | Rap guanine nucleotide exchange factor 3 (Homo sapiens), O95398;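 note: potency is the fitted concentration of half-maximal effect; plate controls were vehicle for no effect and positive control for full effect; nearly all actives have a fitted effect of over 50% in size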
GLP-1R agonist: qHTS of GLP-1 Receptor Agonists. 0.007% of 380,000 active. AID 624172, 2012. HEK293 GLP-1R CRE-luciferase, luminescence, 4-6 h; cells express a hypersensitive GLP-1R form. Potency, µM (highest dose often 45.6 µM), without a hit: at the top dose activation, most hits filed as activators. Glucagon-like peptide 1 receptor (Homo sapiens), P43220; note: potency is the fitted concentration of half-maximal effect; % of control where 0% means no effect
Target sequence (P43220 whole entry, looked up): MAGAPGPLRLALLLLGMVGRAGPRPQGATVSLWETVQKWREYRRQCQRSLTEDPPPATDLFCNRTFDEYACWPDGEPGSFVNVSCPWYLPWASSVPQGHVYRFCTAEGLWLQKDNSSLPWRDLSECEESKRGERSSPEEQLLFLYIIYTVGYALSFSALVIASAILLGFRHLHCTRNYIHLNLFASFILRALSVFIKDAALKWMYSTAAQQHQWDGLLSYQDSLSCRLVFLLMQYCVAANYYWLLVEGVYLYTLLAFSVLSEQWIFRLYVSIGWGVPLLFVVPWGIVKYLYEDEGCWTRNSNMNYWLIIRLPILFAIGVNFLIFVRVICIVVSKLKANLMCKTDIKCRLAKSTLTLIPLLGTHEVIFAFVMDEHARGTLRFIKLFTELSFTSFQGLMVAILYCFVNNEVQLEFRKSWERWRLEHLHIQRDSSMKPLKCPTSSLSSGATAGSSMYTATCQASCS
PLK1 PBD inh: qHTS for Inhibitors of PLK1-PDB (polo-like kinase 1 - polo-box domain): Primary Screen; Serine/threonine-protein kinase PLK1 (Homo sapiens), P53350; Plk1 PBD binding of FITC phosphopeptide, fluorescence polarization; Potency, µM, without a hit: max response, negative = inhibition, actives largely listed as inhibitors; 2.8% of 360,000 active; AID 720504, 2013; note: potency is the fitted concentration of half-maximal effect; series mostly up to about 57 µM; % is set by controls: 0 for no effect and ±100 for the full control effect; nearly all actives have a fitted effect of over 65% in size
PTHR1 ag: qHTS for PTHR1 Agonists: Primary Screen; HEK293 GP2 PTHR1 cells, GloSensor cAMP luminescence, 1 h; Potency, µM (series often up to 115 µM), without a hit: at the top dose activation, hits mostly activators; 0.075% of 410,000 active; note: potency is the fitted concentration of half-maximal effect; nearly all actives have a fitted effect of over 55% in size; some results filed as inactive show a strong effect at the top dose; inactives centre near -15; many of its hits are not listed in these tables
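HEK-293-derived GP2 cells expressing PTHR1 and a GloSensor cAMP reporter, 3,000/well, plated overnight, given luciferin plus IBMX (each 0.5 mM as added) for 1 h at 37 °C, then compound for 1 h at 37 °C. Luminescence was read after 15 min at room temperature.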
HEK293 tox: qHTS of GLP-1 Receptor Inverse Agonists: Cytotox Screen | HEK293 cAMP-luciferase reporter cells, luminescence, 24 h | Potency, µM (top dose mostly 38.3 µM), without a hit: at the highest dose activity change, negative = inhibition, most hits filed as inhibitors | 0.13% of 410,000 active;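 note: loss of luciferase light is scored as toxicity; potency is the fitted concentration of half-maximal effect; % is set by controls: 0 for no effect and ±100 for the full control effect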
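Here, cytotoxicity is scored as loss of luminescence. The MLSMR collection was tested on cells seeded in medium containing 10% Nu serum, with a 24 hr compound exposure preceded by 12 hours of culture.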
IL-2 act: qHTS of IL-2 Activators | AID 652025, 2013 | IL-2 activation reporter assay, cell-based qHTS; stimulated with anti-CD3/CD4/CD28 beads; in transgenic mouse T cells | activation, % (series mostly up to about 46 µM) | 0.065% of 360,000 active; in the data active = activation above about 50%; inconclusive = mostly about 30% to 49%; note: 0% is about no effect
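Using fluorescent plate cytometry, EGFP and DsRed are detected in transgenic mouse T cells stimulated 18 h at 37 degrees C with antibody-coated beads after 60 min compound pretreatment.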
PI5P4K alpha inh: qHTS for Inhibitors of phosphatidylinositol 5-phosphate 4-kinase (PI5P4K). max response, %. 1.2% of 330,000 active. PI5P4Kalpha enzyme, ADP-Glo luminescence, 60 min; stronger effect = lower value. AID 652105, 2013. Phosphatidylinositol 5-phosphate 4-kinase type-2 alpha (Homo sapiens), P48426; active = max response of -50% or lower; inconclusive = between -30% and -50%; inactive = -30% or higher; note: value at the top dose of about 77 µM; % is set by controls: 0 for no effect and ±100 for the full control effect
Target sequence (P48426 whole entry, looked up): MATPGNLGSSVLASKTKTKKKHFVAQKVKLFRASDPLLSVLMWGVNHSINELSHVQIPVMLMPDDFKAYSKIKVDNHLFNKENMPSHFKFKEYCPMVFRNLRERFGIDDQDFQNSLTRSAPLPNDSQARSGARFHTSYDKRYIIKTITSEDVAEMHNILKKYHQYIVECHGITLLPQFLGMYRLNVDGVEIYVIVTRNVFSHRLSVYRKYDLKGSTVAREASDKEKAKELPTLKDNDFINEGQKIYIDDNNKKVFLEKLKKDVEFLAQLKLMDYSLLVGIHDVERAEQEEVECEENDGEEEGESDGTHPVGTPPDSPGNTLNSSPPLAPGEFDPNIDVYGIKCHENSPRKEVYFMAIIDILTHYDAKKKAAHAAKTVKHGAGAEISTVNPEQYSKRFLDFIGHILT
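ADP-Glo luminescence end-point after a 60 min room-temperature kinase reaction. PI5P4Kalpha and substrate in HEPES pH 7.4 buffer with EGTA, 0.1% CHAPS and 5% DMSO; ATP at 5 microM final.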
EPAC1 ag: qHTS for Agonist of cAMP-regulated guanine nucleotide exchange factor 3 (EPAC1): primary screen; EPAC1 agonist qHTS, biochemical assay; response scale: 100% = response to 6.5 mM cAMP; Potency, µM (titrated, usually from 154 µM), without a hit: top-dose activation, hits mostly activators; 0.073% of 360,000 active; note: potency is the fitted concentration of half-maximal effect; nearly all actives have a fitted effect of over 60% in size
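Nucleotide exchange assay: 100 nM EPAC1 with 250 nM Rap1B loaded with BODIPY-GDP and 50 uM GDP, room temperature. Fluorescence (480/540 nm) read every 5 min for 30 min; signal change normalized to 6.5 mM cAMP as full agonist.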
GLP1R inv ag: qHTS of GLP-1 Receptor Inverse Agonists (Inhibition Mode); 1.6% of 410,000 active; HEK293 GLP-1R CRE-luciferase, luminescence, 24 h; GLP-1R form is constitutively active; Potency, µM (doses to about 38.3 µM), for inactives: top-dose activity change, negative = inhibition, usual class: inhibitors; AID 624417, 2012; note: potency is the fitted concentration of half-maximal effect; % is set by controls: 0 for no effect and ±100 for the full control effect; nearly all actives have a fitted effect of over 55% in size
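Constitutively active GLP-1R drives a cAMP-responsive luciferase in stably transfected HEK293 cells; test compounds are added after overnight (12 h) attachment and left 24 hr, and signal loss in luminescence marks inhibition.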
* = called active by the depositor; i = inactive; ? = inconclusive; / = no result given; & = joins results of further samples; [ ] = remark or other dose. Unless noted, calls come from the whole dose curve; as a rule, active = well fitted curve in the direction sought with a large enough effect; inconclusive = small, poorly fitted or top-dose-only effect, or another doubt; inactive = no such curve, though single readings can be large; an effect the other way counts as inactive or inconclusive. This is a subset, so the mix of outcomes need not match the whole.

Structure	EPAC1 antagonist	GLP-1R agonist	PLK1 PBD inh	PTHR1 ag	HEK293 tox	IL-2 act	PI5P4K alpha inh	EPAC1 ag	GLP1R inv ag
CCN(CC)C(=O)Cn1cc(S(=O)(=O)CC(=O)Nc2cc(OC)ccc2OC)c2ccccc21	-1%	1%	-6%	-24%	-2%	0.8	-7	4%	50%[activator]
CN(C)CCCN1C(=O)CSC1c1ccccc1 (configuration not stated)	-18%	-4%	2%	-56%[inhibitor]	2%	0.2	1	-14%	-7%
COc1ccc(OC)c(CNC(=O)CCn2nc(C)c3c(C)n(-c4ccccc4)nc3c2=O)c1	10%	0%	-18%	-3%	1%	1.4	-3	16%	8%
O=C(COc1ccccc1Br)c1ccc(O)cc1O	-3%	1%	-2%	i	9%	-2.1	/	5%	-6%
C=C1C[C@H](O[C@@H]2O[C@H](CO)[C@@H](O)[C@H](O)[C@H]2O)[C@@H]2[C@H](OC(=O)[C@H]2C)[C@H]2[C@H](C)[C@@H](O)C[C@@H]12	4%	10%	3%	i	0%	-0.1	-1	-13%	13%
CC(C)(C)OC(=O)N1CCN(C(=O)c2ncn(Cc3ccccc3)c2C(=O)N2CCN(C(=O)OC(C)(C)C)CC2)CC1	-6%	3%	-3%	i	7%	2.5	6	5%	28%
CCC(CC)N=C1NS(=O)(=O)c2cc([N+](=O)[O-])ccc21	-13%	7%	0%	-21%	2%	0.2	-5	-6%	3%
CCOC(=O)C1(CCOC)CCN(Cc2nc(C(C)C)cs2)CC1	-11%	16%	-11%	-14%	2%	-1.4	-10	-8%	-14%
COc1ccccc1/C=C(/CC(=O)NCc1ccccc1)c1nc2ccccc2s1	8%	5%	-4%	-22%	-1%	-0.4	?	8%	?
Cc1cccc(NC(=O)N2CCC(C(=O)c3ccc(F)cc3)CC2)c1	1%	3%	-2%	-21%	16%	-1.7	0	-8%	?

Other records:
Structure	EPAC1 antagonist	GLP-1R agonist	PLK1 PBD inh	PTHR1 ag	HEK293 tox	IL-2 act	PI5P4K alpha inh	EPAC1 ag	GLP1R inv ag
CCc1ccc(Nc2nnc(SC(C)C(=O)NC3CC3)s2)cc1 (configuration not stated)	-12%	-1%	-25%	-7%	2%	0.6	-8	-7%	-25%
CCOC(=O)C1=C(COC(=O)/C=C/c2cccc(Br)c2)NC(=O)NC1C (configuration not stated)	-14%	11%	-1%	-17%	-11%	0.4	-2	8%	6%
CC(=O)c1cnc2nc(SCc3cccc(C)c3)nn2c1C	1%	5%	-2%	-24%	-38%	2.5	-3	-1%	10%
Cn1c(SCC(=O)NC(=O)NCc2ccco2)nnc1C(F)(F)F	7%	-7%	-2%	i	1%	0.9	-3	-3%	0%
CCC1CCCCN1CCCNC(=O)c1ccc2c(=O)n(Cc3ccc(OC)cc3)c(=O)[nH]c2c1 (configuration not stated)	8%	13%	1%	-1%[57.5 µM]	-5%	0.4	/	-9%	0%
CCCOc1ccc(C(CC(=O)O)NC(=O)Cc2ccccc2)cc1 (configuration not stated)	4%	3%	-7%	5%	8%	0.2	-2	1%	-1%
c1ccc(C(c2ccccc2)N2CCN(Cc3nnnn3C3CCCCC3)CC2)cc1	-16%	9%	-1%	-31%[inhibitor]	2%	1.0	6	-12%	-32%
COc1cc(S(=O)(=O)N2CCN(c3ccccc3)CC2)ccc1F	-11%	-1%	6%	-23%	7%[7.66 µM]	0.2	-2	-11%	19%[7.66 µM]
CCOC(=O)CNC(=O)c1sc(NC(=O)/C=C/c2ccccc2)nc1C	6%	-4%	0%	7%	8%	-0.6	-3	-12%	3%
CNC(=S)N(CCO)Cc1cc2cc3c(cc2[nH]c1=O)OCCO3	8%	-4%	?	2%	2%	-0.2	-16	-1%	3%

More results.
Structure	EPAC1 antagonist	GLP-1R agonist	PLK1 PBD inh	PTHR1 ag	HEK293 tox	IL-2 act	PI5P4K alpha inh	EPAC1 ag	GLP1R inv ag
O=C(NCc1nnnn1-c1ccc(F)cc1)c1ccc(S(=O)(=O)N2CCOCC2)cc1	12%	-2%	1%	-21%	7%	-1.7	0	-11%	5%
O=C(NC(NC(=S)Nc1ccccc1O)C(Cl)(Cl)Cl)c1ccco1 (configuration not stated)	1%	-8%	-11%	i	-5%	-0.6	-9	11%	?
Cc1c(C(=O)NCCCN2CCOCC2)oc2c1C1(CCC2)SCCS1	0%	25%	-4%	i	-19%	0.2	5	-14%	?
CCN(CC)S(=O)(=O)c1cccc(NC(=O)c2ccc(C#N)cc2)c1	-18%	9%	1%	-30%[inhibitor]	-10%	-0.4	-3	6%	-26%
COc1ccc(S(=O)(=O)N2CCN(C)CC2)cc1NC(=O)c1ccccc1F	-2%	18%	-23%	i	18%	-0.8	-5	10%	1%
O=C(NC(=O)c1ccc(C(F)(F)F)cc1)Nc1ccc(-c2cnco2)cc1	-19%	-5%	-3%	i	5%	3.3	-6	8%	3%
O=C(/C=C/Nc1ccccc1)c1ccccc1	9%	-40%	2%	-19%[57.5 µM]	-9%	0.1	-3	-3%	?
COc1ccccc1Cn1cccc1C=O	-7%	4%	-1%	0%	-3%	2.9	-7	4%	-7%
COc1ccccc1Cc1nc(-c2ccc(Br)o2)no1	-13%	4%	-21%	-78%[inhibitor]	-3%	-0.5	-3	5%	?
CCCCCCN(C(=O)CCCN1C(=O)NC(c2ccc(-c3ccccc3)cc2)C(C(=O)OCc2ccccc2)=C1C)C(C)C(=O)NCCCC (configuration not stated)	5%	9%	-6%	i	-10%	-1.0	9	-1%	11µM*

Carrying on:
Structure	EPAC1 antagonist	GLP-1R agonist	PLK1 PBD inh	PTHR1 ag	HEK293 tox	IL-2 act	PI5P4K alpha inh	EPAC1 ag	GLP1R inv ag
CCOC(=O)c1ccc(NC(=O)C2=C(C)Nc3nc(CCCO)nn3C2c2ccc(OC)cc2)cc1 (configuration not stated)	-1%	2%	-11%	i	-2%&3%	1.2	1	-3%	11%&6%
O=C(Cc1c(F)cccc1Cl)NNC(=O)c1ccccc1Cl	-6%	1%	-6%	-4%	-2%	0.7	1	10%	-20%
Cc1ccc(S(=O)(=O)Nc2cc(C(=O)O)ccc2N2CCCCC2)cc1	-12%	1%	-5%	-57%[inhibitor]	4%	-0.9	/	-3%	5%
COC(=O)c1ccc(NC(=O)c2ccccc2-c2ccccc2C(=O)O)cc1	-18%	-2%	0%	i	1%	-0.2	-3	0%	-20%
CC(=O)Nc1cccc(-c2csc(C(O)c3ccc(F)c(F)c3)n2)c1 (configuration not stated)	-6%	-8%	-1%	-4%	-9%	0.8	-1	5%	?
CN1CCN(c2ccc([N+](=O)[O-])cc2/C=N/NC(=O)c2ccc(F)cc2)CC1	-2%	11%	-13%	i	-2%	1.8	-7	-2%	?
CCCCN(C(=O)c1cc(CN2C(=O)c3ccccc3C2=O)ccc1OC)c1c(N)n(CC(C)C)c(=O)[nH]c1=O	2%	-13%	2%	i	-7%	0.0	-7	0%	7%
Cc1nc2ccccn2c1C(=O)CSc1cccc(Cl)c1	6%	27%	-8%	-32%[inhibitor]	-3%	-1.5	13	4%	?
CCCc1cc2c(=O)c(-c3ccc4c(c3)OCCO4)coc2cc1OC(=O)c1ccco1	6%	-1%	0%	-13%[57.5 µM]	-3%	-0.6	10	0%	15%
Cc1cc(OCC(=O)Nc2ccccc2F)nc(C(C)C)n1	-9%	-7%	-2%	-4%[57.5 µM]	0%	-2.3	/	-4%	2%

Ordered by count of non-hydrogen atoms (ascending): part of the list above.
Structure	EPAC1 antagonist	GLP-1R agonist	PLK1 PBD inh	PTHR1 ag	HEK293 tox	IL-2 act	PI5P4K alpha inh	EPAC1 ag	GLP1R inv ag
Cc1nc2ccccn2c1C(=O)CSc1cccc(Cl)c1	6%	27%	-8%	-32%[inhibitor]	-3%	-1.5	13	4%	?
O=C(Cc1c(F)cccc1Cl)NNC(=O)c1ccccc1Cl	-6%	1%	-6%	-4%	-2%	0.7	1	10%	-20%
Cc1ccc(S(=O)(=O)Nc2cc(C(=O)O)ccc2N2CCCCC2)cc1	-12%	1%	-5%	-57%[inhibitor]	4%	-0.9	/	-3%	5%

Other results follow:
Structure	EPAC1 antagonist	GLP-1R agonist	PLK1 PBD inh	PTHR1 ag	HEK293 tox	IL-2 act	PI5P4K alpha inh	EPAC1 ag	GLP1R inv ag
Cc1ccsc1-c1nc(CN2CCN(C)C(=O)[C@@H]2C)c(C)o1	5%	?	-11%	-21%	0%	-2.1	0	5%	15%
CSc1cc(N2CCOCC2)nc(-c2ccccc2Cl)n1	-7%	14%	0%	i	-1%	-1.0	3	12%	?
CC1CCN(CC(=O)Nc2cccc(Cl)c2)CC1	-6%	11%	-4%	i	6%	-1.9	1	0%	?
CCOC(=O)c1ccc(NC(=O)Nc2ccc3c4c(cccc24)C(=O)N3CC)cc1	-4%	-9%	22%	-12%[57.5 µM]	-3%	2.6	/	0%	-1%
O=C(Nc1ccn(Cc2ccccc2)n1)c1cccc(Cn2cc([N+](=O)[O-])cn2)c1	-4%	0%	-4%	-23%	-8%	-0.5	-8	15%	-8%
CCCC(C)C(=O)Nc1ccncc1 (configuration not stated)	-5%	-2%	?	i	25%	1.0	1	6%	-8%
COc1ccc(/C=N\NC(=O)c2ccccc2OC)cc1COc1ccccc1C	-17%	5%	11%	-18%	3%	-2.0	0	6%	?
CCCC(=O)N1CCN(c2ccc(NC(=O)C(C)(C)C)cc2)CC1	-3%	-15%	-7%	-2%[57.5 µM]	-8%	-0.5	-9	3%	11%
O=C(CCl)N(CCCNC(=O)C(F)(F)F)c1ccc([N+](=O)[O-])cc1	-6%	2%	-18%	-17%	-1%	-2.2	3	7%	?
O=C(Cn1cnc2c(NC(=O)OCc3ccccc3)ncnc21)NCCN1CCOCC1	-3%	2%	0%	-23%	1%	1.4	0	-8%	9%

Screening results (PubChem BioAssay)
